BioA inh = inhibitors of Mycobacterium tuberculosis BioA enzyme; purified M. tuberculosis BioA enzyme, plate reader; inhibition, % at 9.99 µM; 360,000 compounds, 0.096% hits; AID 602481; in the data active = inhibition above about 40%
* hit, by the source's call. An excerpt; count on the stated rates, not on these rows.

compound,BioA inh
O=C(NCC[C@H]1CC[C@@H](NS(=O)(=O)c2ccccc2)[C@H](CO)O1)c1cc(Cl)cc(Cl)c1,-3.3
CCC(=O)Nc1ccc2c(c1)OC[C@@H](C)N(CC1CCOCC1)C[C@H](C)[C@@H](OC)CN(C)C2=O,0.0
CNC[C@H]1Oc2ccc(NC(=O)Cn3cnnn3)cc2C(=O)N([C@@H](C)CO)C[C@H]1C,-0.8
CCCC(=O)Nc1ccc2c(c1)C(=O)N(C)[C@H]1CC[C@H](CC(=O)NCc3ccccc3Cl)O[C@H]1CO2,-1.7
CO[C@@H]1CN(C)C(=O)c2cc(NC(=O)NC3CCCCC3)ccc2OC[C@@H](C)N(C)C[C@@H]1C,0.9
CN(C)CC(=O)N1[C@H](CO)[C@@H](c2ccc(-c3ccccc3F)cc2)[C@@H]1C#N,-1.6
COC(=O)N(C)C[C@H]1OCc2ccccc2-c2c(n(C)c3ccccc23)C(=O)N([C@H](C)CO)C[C@@H]1C,2.4
COc1cccc(-c2ccc([C@@H]3[C@H]4CN(Cc5cncnc5)CCCCN4[C@H]3CO)cc2)c1,-1.4
CO[C@H]1CN(C)C(=O)c2ccc(NC(=O)C3CC3)cc2OC[C@H](C)N(C)C[C@@H]1C,-3.3
C[C@@H]1CN([C@@H](C)CO)C(=O)c2cc(C#Cc3ccccn3)cnc2O[C@H]1CN(C)Cc1ccncc1,1.4
C[C@H]1CN([C@@H](C)CO)C(=O)c2cc(NC(=O)CCC(F)(F)F)ccc2O[C@H]1CN(C)Cc1ccc2c(c1)OCO2,4.5
C[C@@H]1CN([C@@H](C)CO)C(=O)c2cc(NC(=O)Nc3ccc(C(F)(F)F)cc3)ccc2O[C@@H](C)CCCCO[C@H]1CN(C)S(=O)(=O)c1cn(C)cn1,-1.8
Cc1ccc(-c2ccc3c(c2)O[C@@H](CN(C)Cc2ccc(F)cc2)[C@@H](C)CN([C@H](C)CO)S3(=O)=O)cc1,1.7
Cc1ccc(S(=O)(=O)Nc2ccc3c(c2)C(=O)N(C)[C@@H]2CC[C@H](CC(=O)O)O[C@H]2CO3)cc1,0.6
C[C@H]1CN([C@@H](C)CO)C(=O)Cc2cc(NS(=O)(=O)c3ccccc3)ccc2O[C@H]1CN(C)Cc1ccc(C(=O)Nc2ccccc2N)cc1,3.0
CO[C@@H]1CC[C@H]2CCOc3c(C#N)cccc3C(=O)N(C)C[C@@H](c3ccccc3)CC(=O)N(C)C[C@H]1O2,-2.8
CO[C@H]1CN(C)C(=O)c2ccc(NS(=O)(=O)c3c(C)noc3C)cc2OC[C@H](C)NC[C@@H]1C,-1.1
CCNC(=O)[C@H]1[C@H](CO)[C@H]2Cn3c(ccc(-c4ccccc4F)c3=O)[C@H]2N1CC,-0.4
O=C(C[C@H]1C=C[C@H](NC(=O)Nc2cc(F)ccc2F)[C@H](CO)O1)NCc1ccncn1,7.1
CC(C)CC#Cc1cnc2c(c1)C(=O)N([C@@H](C)CO)C[C@@H](C)[C@@H](CN(C)S(=O)(=O)c1ccccc1)O2,-3.4
OC[C@H]1[C@H]2c3ccccc3NC[C@H]2N1CC1CCCCC1,1.8
CC(C)NC(=O)N(C)C[C@H]1OCCCC[C@H](C)Oc2ccc(NS(=O)(=O)c3ccccc3)cc2C(=O)N([C@H](C)CO)C[C@@H]1C,0.3
CC=Cc1ccc2n(c1=O)C[C@@H]1[C@@H](CO)[C@H](C(=O)OC)[C@H]2N1CC1CCOCC1 (mixture of isomers),1.5
CNC[C@@H]1Oc2c(NS(C)(=O)=O)cccc2C(=O)N([C@@H](C)CO)C[C@@H]1C,7.6
COc1ccccc1CNC(=O)C[C@@H]1C[C@H]2c3cc(NC(=O)C4CCOCC4)ccc3O[C@H]2[C@H](CO)O1,-1.8

Continued (2 carried over from the part before).
compound,BioA inh
CNC[C@@H]1Oc2c(NS(C)(=O)=O)cccc2C(=O)N([C@@H](C)CO)C[C@@H]1C,7.6
COc1ccccc1CNC(=O)C[C@@H]1C[C@H]2c3cc(NC(=O)C4CCOCC4)ccc3O[C@H]2[C@H](CO)O1,-1.8
COc1ccc(NC(=O)N[C@@H]2CC[C@H](CCNC(=O)Nc3cc(F)ccc3F)O[C@@H]2CO)cc1,2.8
C[C@@H]1CCCCO[C@H](CN(C)Cc2ccncc2)[C@@H](C)CN([C@@H](C)CO)C(=O)c2cc(NC(=O)NC3CCCCC3)ccc2O1,2.9
CN1[C@@H]2Cn3c(ccc(-c4ccccc4)c3=O)[C@H]1[C@@H](C(=O)NCC1CCCCC1)[C@@H]2CO,0.1
CC=Cc1ccc2n(c1=O)C[C@@H]1[C@@H](CO)[C@H](C(=O)NCc3ccccc3F)N(S(C)(=O)=O)[C@H]21 (mixture of isomers),0.2
Cc1noc(C)c1NC(=O)N(C)C[C@H]1OCCCC[C@@H](C)Oc2ccc(NS(=O)(=O)c3cn(C)cn3)cc2C(=O)N([C@H](C)CO)C[C@H]1C,-0.7
C[C@@H]1CCCCO[C@H](CN(C)C(=O)Nc2ccc(F)cc2)[C@@H](C)CN([C@@H](C)CO)C(=O)c2cc(NC(=O)Nc3ccccc3)ccc2O1,-0.4
Cc1ccc(S(=O)(=O)N[C@H]2CC[C@H](CC(=O)N3CCC(Cc4ccccc4)CC3)O[C@@H]2CO)cc1,2.8
C[C@H]1CN([C@@H](C)CO)S(=O)(=O)c2ccc(C#CC3CC3)cc2O[C@@H]1CN(C)CC1CCOCC1,-0.2
CC(C)[C@H](C)NC(=O)N(C)C[C@H]1OCc2ccccc2-c2ccccc2C(=O)N([C@H](C)CO)C[C@H]1C,-1.5
CCC(=O)N(C)C[C@@H]1Oc2ncc(C#Cc3ccccc3)cc2C(=O)N([C@H](C)CO)C[C@@H]1C,0.2
CN(C)C(=O)c1cccc(-c2ccc3c(c2)[C@@H]2[C@@H](CCN2C(=O)Cc2ccncc2)[C@@H](CO)N3)c1,4.3
C[C@@H]1CN([C@@H](C)CO)C(=O)c2cc(C#CC3(O)CCCC3)cnc2O[C@H]1CN(C)C(=O)C1CCOCC1,-3.3
CN(C)CC(=O)N1[C@@H]2Cn3c(cccc3=O)[C@H]1[C@@H](C(=O)NCc1ccccc1)[C@@H]2CO,-0.6
COc1ccc(CN(C)C[C@@H]2Oc3ccc(NS(=O)(=O)c4ccc(F)cc4)cc3CC(=O)N([C@@H](C)CO)C[C@H]2C)cc1,0.4
C[C@H](CO)N1C[C@H](C)[C@H](CN(C)C)Oc2ccc(NS(=O)(=O)c3ccc(Cl)cc3)cc2CC1=O,3.1
O=C(NCC[C@H]1CC[C@@H](NC(=O)C2CCCC2)[C@H](CO)O1)c1cc(Cl)cc(Cl)c1,-0.3
COc1ccc(NC(=O)N(C)C[C@H]2OCCCC[C@H](C)Oc3ccc(NC(=O)C4CCCCC4)cc3C(=O)N([C@H](C)CO)C[C@@H]2C)cc1,-2.3
C[C@@H]1CN([C@@H](C)CO)C(=O)c2cc(NC(=O)C3CC3)ccc2O[C@@H]1CN(C)S(=O)(=O)c1ccccc1,2.9
CCCNC(=O)N1C[C@@H](O)COC[C@H]2O[C@@H](CC(=O)NCc3ccncn3)CC[C@@H]21,-0.4
CC(C)CC#Cc1cnc2c(c1)C(=O)N([C@@H](C)CO)C[C@@H](C)[C@H](CN(C)Cc1ccccc1)O2,1.2
C[C@H]1CN([C@@H](C)CO)C(=O)Cc2cc(NC(=O)Cn3cnnn3)ccc2O[C@@H]1CN(C)C,-2.2
CC(=O)N(C)C[C@H]1Oc2ncc(-c3ccc(C(=O)N(C)C)cc3)cc2C(=O)N([C@H](C)CO)C[C@@H]1C,-0.6
COc1ccc(CN(C)C[C@H]2Oc3ccc(NC(=O)Cc4cn(C)c5ccccc45)cc3CC(=O)N([C@@H](C)CO)C[C@H]2C)cc1,-0.6
COCCNC(=O)C[C@H]1CC[C@H]2[C@@H](COC[C@H](O)CN2Cc2ccc(Cl)c(Cl)c2)O1,0.3
C[C@@H]1CN([C@H](C)CO)S(=O)(=O)c2ccc(C#CC(C)(C)O)cc2O[C@H]1CN(C)C(=O)CN(C)C,0.2

The final 5 records of the part above lead into the next:
compound,BioA inh
C[C@H]1CN([C@@H](C)CO)C(=O)Cc2cc(NC(=O)Cn3cnnn3)ccc2O[C@@H]1CN(C)C,-2.2
CC(=O)N(C)C[C@H]1Oc2ncc(-c3ccc(C(=O)N(C)C)cc3)cc2C(=O)N([C@H](C)CO)C[C@@H]1C,-0.6
COc1ccc(CN(C)C[C@H]2Oc3ccc(NC(=O)Cc4cn(C)c5ccccc45)cc3CC(=O)N([C@@H](C)CO)C[C@H]2C)cc1,-0.6
COCCNC(=O)C[C@H]1CC[C@H]2[C@@H](COC[C@H](O)CN2Cc2ccc(Cl)c(Cl)c2)O1,0.3
C[C@@H]1CN([C@H](C)CO)S(=O)(=O)c2ccc(C#CC(C)(C)O)cc2O[C@H]1CN(C)C(=O)CN(C)C,0.2
C[C@@H]1CN([C@@H](C)CO)C(=O)Cc2cc(NC(=O)Cc3cn(C)c4ccccc34)ccc2O[C@H]1CN(C)CC1CCCCC1,-2.9
O=C(Nc1ccccc1)N[C@@H]1CC[C@@H](CCNS(=O)(=O)c2cccc(F)c2)O[C@@H]1CO,1.7
CO[C@H]1CN(C)C(=O)c2cc(NC(=O)C3CCC3)ccc2OC[C@@H](C)N(Cc2cccnc2)C[C@@H]1C,-1.3
C[C@H](CO)N1C[C@H](C)[C@H](CN(C)S(=O)(=O)c2cccs2)Oc2ncc(-c3cccc(C(F)(F)F)c3)cc2C1=O,3.0
CO[C@@H]1CN(C)C(=O)c2cc(NC(=O)C3CCCCC3)ccc2OC[C@H](C)N(C)C[C@H]1C,2.3
C[C@@H]1CN([C@H](C)CO)S(=O)(=O)c2ccc(C3=CCCC3)cc2O[C@H]1CN(C)S(=O)(=O)c1cn(C)cn1,-0.8
CO[C@@H](CN(C)Cc1cc(F)ccc1F)[C@H](C)CN([C@H](C)CO)S(=O)(=O)c1ccc(C)cc1,0.4
CN1c2ccc(-c3ccccc3F)cc2[C@@H]2[C@@H](CCN2S(=O)(=O)c2ccccc2)[C@@H]1CO,-0.8
Cc1noc(C)c1S(=O)(=O)Nc1ccc2c(c1)C(=O)N([C@@H](C)CO)C[C@H](C)[C@@H](CN(C)C(=O)Nc1ccc(C(F)(F)F)cc1)OCCCC[C@H](C)O2,-1.7
COc1ccc(NC(=O)Nc2ccc3c(c2)CC(=O)N([C@H](C)CO)C[C@@H](C)[C@H](CN(C)CC2CC2)O3)cc1,4.9
CCCC#Cc1cnc2c(c1)C(=O)N([C@@H](C)CO)C[C@@H](C)[C@H](CN(C)C(=O)Cc1cccnc1)O2,6.7
Cc1noc(C)c1NC(=O)N(C)C[C@@H]1Oc2ccc(NC(=O)C3CCCCC3)cc2CC(=O)N([C@H](C)CO)C[C@@H]1C,0.3
COCC(=O)N1C[C@H]2[C@@H](c3ccccc31)[C@@H](CO)N2Cc1ccccc1Cl,-3.2
O=C(CCN1CCCCC1)NCC[C@@H]1CC[C@@H](NC(=O)c2ccc(F)cc2)[C@H](CO)O1,0.2
COc1cccc(S(=O)(=O)N2CCCCN3[C@H](C2)[C@@H](c2ccc(C#CC(C)C)cc2)[C@@H]3CO)c1,4.4
COCC(=O)N(C)C[C@@H]1Oc2cc(-c3ccc(C)cc3)ccc2S(=O)(=O)N([C@@H](C)CO)C[C@@H]1C,-0.4
COc1ccc(S(=O)(=O)Nc2ccc3c(c2)C(=O)N([C@H](C)CO)C[C@H](C)[C@H](CN(C)Cc2ccc(C(=O)Nc4ccccc4N)cc2)O3)cc1,4.5
COc1cccc(-c2ccc([C@@H]3[C@@H](CO)N4CCCCN(C(=O)Cc5ccncc5)C[C@@H]34)cc2)c1,4.2
O=C(C[C@@H]1CC[C@H](NS(=O)(=O)c2ccc(F)cc2)[C@@H](CO)O1)N1CCN(c2ccccc2)CC1,-0.5
CN(C)c1ccc2c(c1)[C@@H]1C[C@H](CC(=O)NCCN3CCCCC3)O[C@@H](CO)[C@@H]1O2,-1.0
CNC[C@@H]1Oc2ccc(NC(=O)NC3CCCCC3)cc2CC(=O)N([C@H](C)CO)C[C@H]1C,-1.2
C[C@H](CO)N1C[C@H](C)[C@H](CN(C)C(=O)Nc2ccc3c(c2)OCO3)Oc2ccc(NC(=O)C3CCCCC3)cc2C1=O,1.0
C[C@@H]1CN([C@H](C)CO)C(=O)Cc2cc(NS(=O)(=O)c3cccs3)ccc2O[C@H]1CN(C)C(=O)NC1CCCCC1,-2.1
C/C=C/c1ccc([C@@H]2[C@@H](CO)N(C(C)=O)[C@H]2CN(C)C(=O)NC2CCCC2)cc1,-2.3
C[C@@H]1CN([C@@H](C)CO)C(=O)c2cc(C#C[C@@H](C)O)cnc2O[C@@H]1CN(C)Cc1cccc(C(=O)O)c1,-2.0
COc1cccc(S(=O)(=O)Nc2ccc3c(c2)OC[C@@H](C)N(Cc2ccccc2F)C[C@H](C)[C@H](OC)CN(C)C3=O)c1,2.5
C[C@@H]1CN([C@H](C)CO)C(=O)c2cc(NC(=O)CCC(F)(F)F)ccc2O[C@@H](C)CCCCO[C@H]1CN(C)C(=O)NC1CCCCC1,3.4
CO[C@@H]1CN(C)C(=O)c2ccc(NC(=O)C3CC3)cc2OC[C@@H](C)N(Cc2ccncc2)C[C@H]1C,-0.2
C[C@@H]1CCCCO[C@H](CN(C)C(=O)C2CCCCC2)[C@H](C)CN([C@@H](C)CO)C(=O)c2cc(NS(=O)(=O)c3ccc(F)cc3)ccc2O1,2.2
CN(C)C(=O)C[C@H]1CC[C@@H]2[C@H](COC[C@H](O)CN2C(=O)c2ccncc2)O1,-1.9
O=C(C[C@@H]1CC[C@@H]2[C@H](COC[C@@H](O)CN2S(=O)(=O)c2cccc(Cl)c2)O1)NCCCN1CCOCC1,0.9

High-throughput results: PubChem, Broad Institute
